RGS8-Gao: modulates binding of RGS8 to human Galphao; multiplexed bead flow cytometry; actives lie on both sides; response (percent of control binding), % at 10 µM; hit rate 0.34% among 220,000; AID 1423; in the data active means response below about 60% or above about 140%; inactive means in between;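 further: Galphao activated as the GDP aluminium fluoride complex binding bead-coupled RGS8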
Target sequence (P09471 whole entry, looked up): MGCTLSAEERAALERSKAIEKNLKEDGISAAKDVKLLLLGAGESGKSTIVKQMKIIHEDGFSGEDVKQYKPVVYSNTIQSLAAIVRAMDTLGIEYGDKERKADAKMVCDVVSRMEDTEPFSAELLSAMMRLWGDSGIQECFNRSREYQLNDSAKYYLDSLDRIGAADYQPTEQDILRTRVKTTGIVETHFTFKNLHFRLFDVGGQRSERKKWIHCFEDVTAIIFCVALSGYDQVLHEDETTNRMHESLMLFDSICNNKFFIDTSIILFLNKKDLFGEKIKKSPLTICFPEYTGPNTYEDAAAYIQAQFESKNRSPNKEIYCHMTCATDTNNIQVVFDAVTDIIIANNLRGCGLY
ABCG2 inh: inhibitors of human ABCG2 transporter, ABCB1 counter-screen. Q9UNQ0. IgMXP3 cells, JC-1 efflux, flow cytometry. inhibition, % at 6.6 µM. hit rate 0.1% among 190,000;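 active means inhibition above 80%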;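 further: 0% = DMSO and 100% = nicardipine control wells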
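Measure – % inhibition of efflux relative to nicardipine and DMSO · Test system – ABCG2 IgMXP3 and barcoded ABCB1 CCRF-Adr cell mix · Control set – nicardipine as high control, DMSO as low control · Compound – one concentration, 6.6 µM final · Signal – flow cytometry of retained JC-1 fluorescence · Timing – 10 min exposure at 25 °C with rotation, no wash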
Bcl-B Bim block: inhibitors of Bim-Bcl-B interaction, human. inhibition, % at 10 µM. hit rate 0.073% among 190,000. bead-based flow cytometry, Bim peptide-Bcl-B binding;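 further: 0% = tracer peptide without compound and 100% = reference inhibitor peptide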
Target sequence (Q9HD36 whole entry, looked up): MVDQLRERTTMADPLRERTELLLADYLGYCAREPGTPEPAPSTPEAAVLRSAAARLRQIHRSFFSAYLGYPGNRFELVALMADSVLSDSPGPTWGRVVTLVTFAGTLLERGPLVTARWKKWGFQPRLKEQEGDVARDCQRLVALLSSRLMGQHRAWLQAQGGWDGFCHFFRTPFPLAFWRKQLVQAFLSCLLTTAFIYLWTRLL
Bim-Bcl-W: inhibitors of Bim-Bcl-W interaction, human; Q92843; AID 952; bead-based flow cytometry, Bim peptide-Bcl-W binding; inhibition, % at 10 µM; hit rate 0.02% among 190,000;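 further: 0% = bound tracer without compound and 100% = peptide blocker; higher means less fluorescent Bim peptide bound to Bcl-W beads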
Bim-Bfl-1: inhibitors of Bim-Bfl-1 interaction, human. Bead-based flow cytometry, Bim-Bfl-1 binding inhibition. inhibition, % at 10 µM. hit rate 0.12% among 190,000. AID 1008;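 further: 0% = wells without compound plus tracer and 100% = blocker peptide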
Bim-Bcl-XL: inhibitors of Bim-Bcl-XL interaction, human | inhibition, % at 10 µM | Q07817 | Bim peptide-Bcl-XL binding, bead flow cytometry, fluorescence | hit rate 0.04% among 190,000
Target sequence (Q07817 whole entry, looked up): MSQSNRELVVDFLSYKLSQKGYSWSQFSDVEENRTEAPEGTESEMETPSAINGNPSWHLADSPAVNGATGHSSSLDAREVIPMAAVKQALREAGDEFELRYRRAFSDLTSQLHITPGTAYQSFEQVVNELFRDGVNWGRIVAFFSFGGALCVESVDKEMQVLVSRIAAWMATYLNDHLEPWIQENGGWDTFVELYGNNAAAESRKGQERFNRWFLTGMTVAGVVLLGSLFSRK
RGS7-Gao reg: human RGS7-Galphao interaction regulation | P09471 | hit rate 0.35% among 220,000 | binding response (% of control), % at 10 µM | Multiplexed bead flow cytometry, RGS7-Galphao binding; actives lie on both sides; in the data active means binding response below about 49% or above about 150%; inconclusive means no clear call, values can overlap the other calls; inactive means in between;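 further: fluorescent Galphao held in activated GDP-AlF4 state binding bead-coupled RGS7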
GSH bead fluor: GSH bead compound fluorescence profile; GSH beads flow cytometry, compound fluorescence 488/530 nm; active compounds read high; AID 1776; fluorescence (KMESF) at 10 µM; hit rate 0.25% among 190,000; in the data active means fluorescence above about 89;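 further: glutathione beads carrying GST-tagged Bcl family fusion proteins plus one bare bead set; values are compound well signal with DMSO vehicle wells as background; inactives centre near 16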
Bim-Bcl-2: inhibitors of Bim-Bcl-2 interaction, human. P10415. Bead-based flow cytometry, Bim peptide-Bcl-2 binding. inhibition, % at 10 µM. hit rate 0.06% among 190,000. AID 950; in the data active means inhibition above about 40%; inconclusive means no clear call, values can overlap the other calls;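 further: 0% = no compound wells with probe peptide and 100% = reference peptide inhibitor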
Target sequence (P10415 whole entry, looked up): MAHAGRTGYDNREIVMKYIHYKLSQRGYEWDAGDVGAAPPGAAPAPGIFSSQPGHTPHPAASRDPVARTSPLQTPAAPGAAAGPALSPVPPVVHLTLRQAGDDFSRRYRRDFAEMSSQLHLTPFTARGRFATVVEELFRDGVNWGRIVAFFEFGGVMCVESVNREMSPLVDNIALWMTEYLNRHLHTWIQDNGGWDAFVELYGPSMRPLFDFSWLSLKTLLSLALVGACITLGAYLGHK
RGS4-Gao reg: modulates binding of RGS4 to human Galphao; P09471; Multiplexed bead flow cytometry; actives lie on both sides; binding response (% of control), % at 10 µM; hit rate 0.33% among 220,000; in the data active means binding response below about 49% or above about 150%; inactive means in between;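 further: fluorescent Galphao activated with aluminum fluoride binding bead-coupled RGS4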
ABCB1 inh: human ABCB1 inhibition, ABCG2 as counter-screen; P08183; CCRF-Adr cells, JC-1 efflux, flow cytometry; inhibition, % at 6.6 µM; hit rate 0.067% among 190,000; AID 1326; in the data active means inhibition above about 40%;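 further: 0% = vehicle and 100% = reference inhibitor; higher value means more JC-1 retained so stronger ABCB1 efflux block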
Starred values were filed as active, the others as inactive; ? = inconclusive; . = no result given. Unless noted, no stated cut-off is given here; in the data, active means inhibition above about 40%. This is a random part of the collection; about 1.1% have a hit in one of these screens.

SMILES	RGS8-Gao	ABCG2 inh	Bcl-B Bim block	Bim-Bcl-W	Bim-Bfl-1	Bim-Bcl-XL	RGS7-Gao reg	GSH bead fluor	Bim-Bcl-2	RGS4-Gao reg	ABCB1 inh
COc1cccc(N(CC(=O)NCC2CCCO2)C(=O)CNS(=O)(=O)c2ccccc2)c1 (stereo not given)	101.2	-1.0	-4.0	-1.0	-9.0	-3.0	114.9	12	-1.0	100.8	0.9
CCOC(=O)c1c(-c2ccc(F)cc2)csc1NC(=O)C1CC=CCC1C(=O)O (stereo not given)	98.3	10.3	-47.0	-7.0	10.0	-13.0	102.2	18	-7.0	99.2	0.0
O=c1ccc(Cc2ccc(Cl)cc2)n[nH]1	102.2	4.0	-1.0	0.0	-4.0	-4.0	104.9	15	-1.0	101.3	0.5
Cc1nn(-c2ccccc2)c2c1C(c1ccc([N+](=O)[O-])cc1)N1C(=N2)C(=O)Nc2ccccc21 (stereo not given)	104.1	-0.3	-5.0	3.0	10.0	-1.0	103.2	14	13.0	101.8	2.5
COCCNC(=O)NC12CC3(C)CC(C)(CC(C)(C3)C1)C2	97.0	-5.6	-3.0	-1.0	-5.0	-1.0	96.3	10	-3.0	98.8	0.8
O=C(CCc1nc(-c2ccccc2)c(-c2ccccc2)o1)OCc1ccc(Cl)cc1	98.0	13.1	0.0	1.0	-1.0	0.0	98.9	13	1.0	105.4	2.1
C=CCc1cccc(C=Nc2cccn3cc(-c4ccccc4)nc23)c1O	99.6	5.3	-6.0	-1.0	-6.0	0.0	96.9	14	0.0	101.4	1.1
CC1CN(C(=O)CN2C(=O)NC3(CCCCCCC3)C2=O)CC(C)O1 (stereo not given)	101.7	4.8	-9.0	-5.0	-16.0	-1.0	101.4	34	-8.0	102.4	0.7
CCOc1ccc(N(Cc2cc3cc(OC)ccc3[nH]c2=O)C(=O)C2CCCO2)cc1 (stereo not given)	101.2	5.3	0.0	0.0	-2.0	0.0	93.6	34	0.0	90.0	0.3
Cn1c(=O)oc2cc(S(=O)(=O)NC3CCN(Cc4ccccc4)CC3)ccc21	102.7	3.3	-7.0	-5.0	-5.0	-9.0	103.5	14	-5.0	102.3	0.5
CCOC(=O)C1=C(O)/C(=C\c2ccc(CNS(=O)(=O)c3ccc(Br)cc3)o2)N=C1C	96.4	3.5	-2.0	0.0	8.0	-6.0	95.4	9	4.0	96.7	-0.6
CC(=O)Nc1ccc(NC(=O)c2ccccc2Sc2ccc([N+](=O)[O-])cc2Cl)cc1	100.9	0.9	-6.0	-7.0	-9.0	-11.0	104.3	19	-2.0	103.6	0.6
Cc1cc(NC(=O)CCCn2cc([N+](=O)[O-])cn2)n(Cc2ccc(F)cc2)n1	95.6	13.2	-4.0	0.0	-6.0	-3.0	?	17	-4.0	95.9	1.0
Cc1onc(-c2ccccc2)c1C(=O)NC(C)C	101.4	-0.2	-5.0	1.0	-6.0	-3.0	104.3	20	0.0	100.8	0.0
COCC(C)NCc1ccccc1C (stereo not given)	101.4	1.3	-6.0	-1.0	-10.0	-1.0	101.5	62	-5.0	104.5	0.4
O=C(C(=O)N1CCN(C(=O)c2ccco2)CC1)c1c[nH]c2ccccc12	101.0	-0.2	-2.0	-3.0	-4.0	-4.0	98.1	12	-5.0	100.5	0.1
COC(=O)NC1(C(F)(F)F)C(=O)NC(C)=C1C(=O)OC (stereo not given)	100.0	0.8	-3.0	-3.0	0.0	-2.0	95.6	13	-2.0	100.2	0.1
CCC(C)(C(=O)NC1CCCC1)N(C(=O)CNC(C)=O)c1ccc(C)cc1 (stereo not given)	101.2	0.7	-2.0	5.0	-7.0	-3.0	101.1	33	-1.0	105.2	0.2
Cc1ccc(NC(=O)CCc2ccc(S(=O)(=O)N3CCOCC3)cc2)c(C)c1	101.9	10.3	-6.0	0.0	-10.0	-2.0	100.3	13	-6.0	100.3	0.3
CCC(c1nnnn1Cc1ccco1)N(CCN1CCOCC1)Cc1cc2cc(C)ccc2[nH]c1=O (stereo not given)	100.2	2.2	-5.0	1.0	-13.0	5.0	102.9	28	-7.0	103.8	0.7
Cc1cc(OCC(O)CN)ccc1Cl (stereo not given)	105.2	-1.0	-2.0	-3.0	-3.0	-2.0	104.2	10	-3.0	100.5	-0.3
COCCNC(=S)Nc1cc(S(=O)(=O)N2CCOCC2)ccc1N1CCCCC1	88.9	0.7	-41.0	0.0	33.0	-9.0	96.1	10	0.0	97.4	0.4
O=C(C1CCN(S(=O)(=O)c2cccc3nsnc23)CC1)N1CCn2c1nc1ccccc12	95.2	-0.2	-5.0	-2.0	3.0	-3.0	97.6	28	-3.0	99.0	-0.1
COc1ccc(N2C(=O)C3CCCN3C2c2cccs2)cc1 (stereo not given)	100.8	-1.6	-5.0	0.0	-11.0	-2.0	102.8	18	-8.0	99.6	-1.2
Cc1cccc(NC(=O)C2CCCN2/C=C/C(=O)C(F)(F)F)c1C (stereo not given)	116.8	21.8	0.0	0.0	-8.0	0.0	115.2	16	-5.0	107.2	3.7

Further records follow.
SMILES	RGS8-Gao	ABCG2 inh	Bcl-B Bim block	Bim-Bcl-W	Bim-Bfl-1	Bim-Bcl-XL	RGS7-Gao reg	GSH bead fluor	Bim-Bcl-2	RGS4-Gao reg	ABCB1 inh
Cc1cc(C)c2sc(NNC(=O)C3COc4ccccc4O3)nc2c1 (stereo not given)	102.8	-2.3	-5.0	-6.0	0.0	-6.0	99.2	14	-4.0	100.7	-0.7
O=C(COC(=O)c1cnccn1)NCc1ccc2c(c1)OCO2	101.0	1.8	-6.0	-1.0	-4.0	-1.0	?	10	-2.0	96.9	0.5
O=C(NCc1ccncc1)c1cn(-c2ccccc2)nc1-c1cccnc1	102.5	-0.4	-5.0	-2.0	-8.0	-4.0	110.8	16	-7.0	101.4	-0.2
N#Cc1ccc(C(=O)Nc2nc(-c3cccs3)c(C(=O)C(F)(F)F)s2)cc1	.	52.9	-5.0	1.0	2.0	0.0	.	19	2.0	.	1.2
CC1CC(C)CN(C(=O)COC(=O)c2cc3ccccc3cc2O)C1 (stereo not given)	99.7	-0.3	-4.0	7.0	-3.0	5.0	103.2	6	-1.0	104.5	-0.1
COCCCNc1nc2c(c(=O)[nH]c(=O)n2C)n1CC(O)COc1ccccc1 (stereo not given)	94.5	-3.0	-5.0	-2.0	-2.0	-6.0	97.7	12	-3.0	97.7	-1.2
Clc1ccc(-c2csc(-c3ccncc3)n2)cc1	100.6	8.3	-5.0	0.0	-3.0	-1.0	102.0	21	-3.0	98.0	1.4
CCCCN(CCCC)C(=S)NC(=O)C(C)(C)C	101.0	-0.8	-10.0	-1.0	1.0	1.0	99.1	5	0.0	99.2	0.4
COc1ccc(N2C3=C(CC4=C2CC(C)(C)CC4=O)C(=O)CC(C)(C)C3)cc1	86.4	5.7	0.0	0.0	-8.0	-3.0	100.9	11	7.0	105.5	1.3
CCCCn1c(SCC(=O)N(CC)C2CCS(=O)(=O)C2)nc2cc(S(N)(=O)=O)ccc21 (stereo not given)	101.0	-0.7	-1.0	0.0	0.0	1.0	100.2	13	1.0	99.8	0.1
Cc1ccc(S(=O)(=O)O/N=C2\CCCc3ccccc32)cc1	97.5	0.9	-3.0	4.0	-10.0	5.0	97.4	29	-3.0	96.4	0.4
O=C(OC1CCOC1=O)c1ccc(NS(=O)(=O)c2cccs2)cc1 (stereo not given)	100.4	9.4	-5.0	-1.0	-5.0	-3.0	?	16	-3.0	95.8	2.4
CCN1C(=O)/C(=C/c2cnn(CC)c2C)SC1=S	104.8	10.8	-6.0	-1.0	0.0	-3.0	102.8	7	1.0	102.4	0.8
COc1ccc(C(C)NC(=O)c2ccc([N+](=O)[O-])cc2)cc1OC (stereo not given)	100.2	15.2	-2.0	0.0	0.0	-3.0	104.2	7	1.0	100.9	1.6
COCCOC(=O)c1c(C)oc2ccc(OCc3cc(C(=O)OC)oc3C)cc12	98.8	5.1	-1.0	-4.0	-2.0	-3.0	101.7	14	-3.0	101.3	1.3
Cc1c(NC(=S)NC(NC(=O)CC(C)C)C(Cl)(Cl)Cl)c(=O)n(-c2ccccc2)n1C (stereo not given)	106.0	0.2	-12.0	-5.0	-5.0	-5.0	104.8	15	-8.0	104.4	0.3
Cc1cc(C)c2sc(N)nc2c1	103.1	3.0	0.0	1.0	-7.0	-1.0	101.3	10	-4.0	107.4	0.4
CCN(CC)S(=O)(=O)c1ccc2oc(C(=O)N3CCc4ccccc4C3)c(C)c2c1	102.6	7.9	-17.0	-2.0	1.0	-8.0	105.5	7	1.0	100.7	1.3
Cc1cccc(/C=C2/SC(=O)N(Cc3ccccc3)C2=O)n1	103.1	2.3	-6.0	1.0	-9.0	-1.0	97.8	12	-9.0	100.7	0.5
O=C(c1cc2ccccc2oc1=O)N(Cc1ccccc1)CC1CCCO1 (stereo not given)	106.8	0.6	-6.0	-5.0	-1.0	-4.0	105.3	12	-1.0	104.0	0.4
CC(C)(C)C1=C(C#N)C(c2ccncc2)C(C#N)=C(N)O1 (stereo not given)	99.5	-1.0	0.0	0.0	1.0	0.0	97.4	3	0.0	102.4	-0.1
CCOC(=O)c1sc(NC(=O)c2cc(-c3ccccc3)nc3ccccc23)c(C#N)c1C	81.7	5.2	-26.0	3.0	32.0	-2.0	130.5	14	0.0	87.2	0.4
O=C(NC1CCCCC1)c1ccccc1C(F)(F)F	96.6	-0.6	-3.0	-4.0	-3.0	-3.0	?	15	-3.0	91.7	-0.2
COC(=O)c1cccc([N+](=O)[O-])c1CN1CCCC(C(N)=O)C1 (stereo not given)	102.2	0.9	-2.0	0.0	-6.0	-3.0	99.8	28	1.0	101.2	0.3
CC(=O)c1ccc(N2CCN(C(=O)CCCn3c(=O)[nH]c4ccc(Br)cc4c3=O)CC2)cc1	102.4	7.8	0.0	1.0	-2.0	0.0	104.3	29	3.0	99.7	2.2
COC(=O)c1ccc(NC(=S)NC(=O)c2cc(-c3ccccc3)nc3ccccc23)cc1	98.9	1.7	-3.0	-5.0	-1.0	-3.0	100.6	19	-2.0	102.2	0.6
COc1ccccc1N(CC(=O)N/N=C(\C)c1cccc(Br)c1)S(C)(=O)=O	102.5	13.5	-7.0	-2.0	0.0	-2.0	102.3	10	2.0	104.0	0.8
O=C(Nc1ccc(Cl)cc1C(F)(F)F)C(Sc1cccc[n+]1[O-])c1ccccc1 (stereo not given)	100.6	0.8	-8.0	-2.0	-4.0	-3.0	102.5	16	-2.0	101.1	0.1

Full records, quoted from the list.
Shown for `N#Cc1ccc(C(=O)Nc2nc(-c3cccs3)c(C(=O)C(F)(F)F)s2)cc1` = RGS8-Gao: .; ABCG2 inh: 52.9; Bcl-B Bim block: -5.0; Bim-Bcl-W: 1.0; Bim-Bfl-1: 2.0; Bim-Bcl-XL: 0.0; RGS7-Gao reg: .; GSH bead fluor: 19; Bim-Bcl-2: 2.0; RGS4-Gao reg: .; ABCB1 inh: 1.2
Shown for `Cc1ccc(S(=O)(=O)O/N=C2\CCCc3ccccc32)cc1` = RGS8-Gao: 97.5; ABCG2 inh: 0.9; Bcl-B Bim block: -3.0; Bim-Bcl-W: 4.0; Bim-Bfl-1: -10.0; Bim-Bcl-XL: 5.0; RGS7-Gao reg: 97.4; GSH bead fluor: 29; Bim-Bcl-2: -3.0; RGS4-Gao reg: 96.4; ABCB1 inh: 0.4

Assay outcomes from PubChem BioAssay.
